rTrxR1 inhibitor = qHTS Assay for Inhibitors of Mammalian Selenoprotein Thioredoxin Reductase 1 (TrxR1): qHTS | recombinant rTrxR1, NADPH fluorescence consumption, selenite substrate | Potency, µM (series often up to 114 µM), for the others: top-dose activity change, negative = inhibition, most hits filed as inhibitors | actives 1% (n = 390,000) | AID 588453, 2011; note: potency is the fitted concentration of half-maximal effect; % is set by controls: 0 for no effect and ±100 for the full control effect; nearly all actives have a fitted effect of over 65% in size
Target sequence (O89049 whole entry, looked up): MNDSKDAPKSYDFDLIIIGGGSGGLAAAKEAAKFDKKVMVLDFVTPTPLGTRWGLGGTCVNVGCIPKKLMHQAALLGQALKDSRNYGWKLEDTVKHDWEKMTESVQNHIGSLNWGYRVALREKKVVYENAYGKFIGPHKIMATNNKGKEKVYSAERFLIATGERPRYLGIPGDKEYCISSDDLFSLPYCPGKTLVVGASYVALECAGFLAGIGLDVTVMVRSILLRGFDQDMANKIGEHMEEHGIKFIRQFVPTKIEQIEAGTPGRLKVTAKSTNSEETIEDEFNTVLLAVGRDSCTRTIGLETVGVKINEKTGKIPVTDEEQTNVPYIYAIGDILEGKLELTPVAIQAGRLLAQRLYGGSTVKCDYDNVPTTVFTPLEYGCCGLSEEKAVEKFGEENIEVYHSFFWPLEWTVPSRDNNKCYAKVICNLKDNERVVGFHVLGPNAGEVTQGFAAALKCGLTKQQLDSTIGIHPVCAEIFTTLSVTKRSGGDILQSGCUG
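Rat TrxR1 (90 nM in the dispensed reagent) was pre-reduced with 400 uM NADPH for 5 min at room temperature, then incubated with compound for 15 min. After 400 uM selenite was added, NADPH fluorescence (Ex 340/Em 450 nm) was followed for 8 min.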
USP1 inh = Inhibitors of USP1/UAF1: Primary Screen; Ubiquitin carboxyl-terminal hydrolase 1 (Homo sapiens), O94782; recombinant USP1/UAF1, Ub-Rhodamine cleavage fluorescence; Potency, µM (series often up to 57.1 µM), for inactives: at the top dose activity change, negative = inhibition, actives largely listed as inhibitors; actives 0.23% (n = 390,000); AID 743255, 2014; note: potency is the fitted concentration of half-maximal effect; % is set by controls: 0 for no effect and ±100 for the full control effect; nearly all actives have a fitted effect of over 60% in size; inactives centre near -12
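High-throughput fluorogenic screen: 1nM USP1/UAF1 complex, Ub-Rho substrate 150nM final, 50mM HEPES pH 7.8 with 0.5mM EDTA, 0.1 mg/ml BSA, 1mM TCEP and 0.01% Tween-20.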
GRP78 ERSR act = qHTS for Inducers of the Endoplasmic Reticulum Stress Response (ERSR) in Human Glioma: qHTS; actives 0.02% (n = 420,000); Potency, µM, inactives show at the highest dose activation, usual class: activators; U87-MG GRP78 promoter luciferase reporter, 16 h; AID 602332, 2012; note: potency is the fitted concentration of half-maximal effect; series mostly up to about 76 µM; % of control where 0% means no effect; nearly all actives have a fitted effect of over 35% in size
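ERSR induction read as luciferase luminescence (Bright-Glo, 10 min at room temperature) in stably transfected human U87-MG glioma cells exposed to compounds for 16 h, using GRP78 as sensor.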
mIDH1 inhibitor = qHTS for Inhibitors of mutant isocitrate dehydrogenase 1 (IDH1): qHTS | IDH1-R132H enzyme, NADPH consumption, diaphorase/resazurin fluorescence | Potency, µM (highest dose often 76.6 µM), inactives show at the highest dose activity change, negative = inhibition, most hits filed as inhibitors | Isocitrate dehydrogenase [NADP] cytoplasmic (Homo sapiens), O75874 | actives 0.093% (n = 390,000); note: potency is the fitted concentration of half-maximal effect; % is set by controls: 0 for no effect and ±100 for the full control effect; nearly all actives have a fitted effect of over 65% in size
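IDH1-R132H (0.5 ug/mL dispensed) in pH 7.5 Tris buffer was preincubated 30 min with compound, then given a substrate mix of 0.016 mM NADPH and 2 mM alpha-KG for 80 min at room temperature; remaining NADPH was read by diaphorase/resazurin fluorescence.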
LDHA block = qHTS assay for inhibitors of human lactate dehydrogenase. L-lactate dehydrogenase A chain (Homo sapiens), P00338. purified LDHA, NADH/diaphorase-resazurin fluorescence; active compounds read low. activity change, % (values are at about 110 or 230 µM). actives 0.15% (n = 480,000). AID 1347041, 2019; in the data active = activity change below about -30%; inconclusive = mostly about -25% to -30%;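 note: plate controls were DMSO wells for no effect and wells without enzyme for full effect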
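Resorufin fluorescence (ex540/em590), read at 0 and 20 min after diaphorase/resazurin addition, reports the NADH left after a 5 min room-temperature reaction of 2 nM human LDH5 with 0.06 mM NADH and 0.2 mM pyruvate.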
Vif-A3G inh = qHTS for Inhibitors of Vif-A3G Interactions: qHTS. DNA dC->dU-editing enzyme APOBEC-3G (Homo sapiens), Q9HC16. HeLa A3G-eYFP + Vif (tagged APOBEC3G with the HIV-1 protein that degrades it), YFP fluorescence, overnight. Potency, µM (highest dose often 46.1 µM), for inactives: at the top dose activity, negative = active, actives largely listed as inhibitors. actives 0.076% (n = 410,000);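 note: potency is the fitted concentration of half-maximal effect; % is set by controls: 0 for no effect and ±100 for the full control effect; nearly all actives have a fitted effect of over 60% in size; hits raise eYFP signal because A3G escapes Vif-driven loss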
Target sequence (Q9HC16 whole entry, looked up): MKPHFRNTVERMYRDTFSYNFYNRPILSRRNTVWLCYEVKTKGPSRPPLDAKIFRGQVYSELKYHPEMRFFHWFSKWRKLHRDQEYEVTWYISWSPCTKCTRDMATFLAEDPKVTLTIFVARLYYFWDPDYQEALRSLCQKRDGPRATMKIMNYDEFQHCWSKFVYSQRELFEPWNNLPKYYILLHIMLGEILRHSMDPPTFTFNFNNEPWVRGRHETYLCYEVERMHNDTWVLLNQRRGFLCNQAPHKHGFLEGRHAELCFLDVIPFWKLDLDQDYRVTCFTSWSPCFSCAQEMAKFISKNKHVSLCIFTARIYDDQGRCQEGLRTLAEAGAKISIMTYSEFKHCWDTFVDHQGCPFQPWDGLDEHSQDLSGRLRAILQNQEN
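Read-out is eYFP fluorescence (Ex 488/Em 500-530) from Vif-expressing HeLa A3G-eYFP cells; more signal means A3G escaped Vif-mediated degradation. Cells plated overnight, compound pinned in, incubated overnight at 37 deg C.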
Vif-APOBEC3F blk = qHTS for Inhibitors of Vif-A3F Interactions: qHTS | actives 0.2% (n = 390,000) | AID 602313, 2012 | Potency, µM (doses to about 46.1 µM), without a hit: at the top dose activity, negative = active | HeLa A3F-eYFP + Vif (tagged APOBEC3F with the HIV-1 protein that degrades it), YFP fluorescence increase; note: potency is the fitted concentration of half-maximal effect; % of control where 0% means no effect; nearly all actives have a fitted effect of over 65% in size
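HeLa cells stably expressing A3F-eYFP plus Vif, plated and incubated overnight at 37 deg C, then exposed to compounds overnight at 37 deg C. Blocked degradation read as raised yellow fluorescence (Ex 488/Em 500-530).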
RGS4 inhibitor = Inhibitors of Regulator of G Protein Signaling (RGS) 4: qHTS | Potency, µM (doses to about 114 µM), for inactives: at the top dose activity change, negative = inhibition, actives largely listed as inhibitors | Transcreener GDP fluorescence polarization, RGS4-accelerated GTP hydrolysis | actives 0.039% (n = 390,000) | Regulator of G-protein signaling 4 (Homo sapiens), P49798; note: potency is the fitted concentration of half-maximal effect; % is set by controls: 0 for no effect and ±100 for the full control effect; nearly all actives have a fitted effect of over 75% in size; some results filed as inactive show a strong effect at the top dose
Target sequence (P49798 whole entry, looked up): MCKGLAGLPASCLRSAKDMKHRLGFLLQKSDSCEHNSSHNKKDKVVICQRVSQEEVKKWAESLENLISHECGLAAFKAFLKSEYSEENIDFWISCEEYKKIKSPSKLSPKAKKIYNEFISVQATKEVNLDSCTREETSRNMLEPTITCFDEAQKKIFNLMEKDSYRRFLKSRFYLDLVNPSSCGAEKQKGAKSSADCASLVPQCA
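MLSMR compounds (23 nl, pin-transferred) preincubated 10 min at room temperature with a 500nM (2x) first reagent, then RGS4 at 900nM (2x) plus Transcreener GDP mix added; fluorescence polarization (620/688 nm) read before and after 90 min at 30 °C.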
TrxR1 substrate = qHTS Assay for Substrates of Mammalian Selenoprotein Thioredoxin Reductase 1 (TrxR1): qHTS | Potency, µM (series often up to 114 µM), inactives show top-dose activity change, negative = substrate turnover | Thioredoxin reductase 1, cytoplasmic (Rattus norvegicus), O89049 | actives 0.01% (n = 390,000) | purified TrxR1 substrate turnover, NADPH consumption readout | AID 588456, 2011; note: potency is the fitted concentration of half-maximal effect; % is set by controls: 0 for no effect and ±100 for the full control effect; nearly all actives have a fitted effect of over 50% in size
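Rat TrxR1, dispensed at 90 nM, was prereduced with 400 uM NADPH (final) for 5 min at ~22 deg C, then incubated with compound 15 min before 400 uM selenite. A first-read NADPH fluorescence drop versus no-compound background flagged substrates.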
* = called active by the depositor; ? = inconclusive; . = not tested or not shown; [ ] = dose if it differs, or a comment. Unless noted, calls come from the whole dose curve; as a rule, active = well fitted curve in the direction sought with a large enough effect; inconclusive = small, poorly fitted or top-dose-only effect, or another doubt; inactive = no such curve, though single readings can be large; an effect the other way counts as inactive or inconclusive. A portion of the library; rates above refer to the full screens.

no. | Structure | rTrxR1 inhibitor | USP1 inh | GRP78 ERSR act | mIDH1 inhibitor | LDHA block
1 | c1ccc(CSc2nnc3ccc(-c4cccs4)nn23)nc1 | 16% | -20% | 3% | -3% | -3
2 | CC(C)n1c(=S)[nH]c2cc(Cl)ccc21 | ? | -4% | -4% | 1% | 3
3 | COc1ccccc1Nc1nnc(SCC2CCCCO2)s1 (stereo not given) | 16%[57.1 µM] | -23% | -12% | 1% | -3
4 | COc1ccc(N2CCN(C(=O)c3ccc(CNc4c(N5CCOCC5)c(=O)c4=O)cc3)CC2)cc1 | -14% | -28% | 0% | -1% | -17
5 | Cc1nn(C)c2c1c(-c1ccccc1)cc(=O)n2Cc1ccc(F)cc1Cl | 17%[57.1 µM] | 1% | -2% | -10% | -5
6 | CCN(CC)CCCNc1nc(N)c([N+](=O)[O-])c(N2CCCCCC2)n1 | -10%[11.4 µM] | -12% | -4% | 6% | -4
7 | CC(=O)N1CCN(c2csc3ccc(Br)cc3c2=O)CC1 | 0%[57.1 µM] | -34% | 3% | -18% | -1
8 | O=C(COC(=O)Cc1ccc(Cl)cc1)NCCc1ccccc1 | 14% | -3% | -5% | 4% | -4
9 | CCSc1nc2ccccc2n1C(=O)c1ccc(S(=O)(=O)N2CCCCCC2)cc1 | 2% | -8% | 0% | -1% | -7
10 | OC(CBr)C[n+]1cccc2cc(Br)ccc21 (stereo not given) | ? | . | -2% | . | 6
11 | O=C(CCC1CCCCC1)Nc1cc(Cl)ccc1N1CCOCC1 | 14%[57.1 µM] | -23% | -2% | 5% | -6
12 | O=C(Nc1ccc(F)cc1)c1ccc(C(=O)N2CCCC(O)C2)cc1 (stereo not given) | 10µM* | -12% | 0% | -6% | -2
13 | CSc1ccc(/C=C/C(=O)OCC(=O)NC2CCS(=O)(=O)C2)cc1 (stereo not given) | ? | -19% | -4% | -4% | -17
14 | O=C(Nc1ccc2c(c1)oc1ccccc12)c1ccc2c(c1)OCO2 | 23% | -15% | 8% | 1% | -3
15 | COC(=O)c1sc(NC(=O)c2csc3c2CCCC3)nc1C | 25% | -13% | 2% | 5% | 1

no. | Vif-A3G inh | Vif-APOBEC3F blk | RGS4 inhibitor | TrxR1 substrate
1 | 0% | 2% | -16%[11.4 µM] | 2%
2 | 0% | -2% | ? | ?
3 | ? | -11% | -10% | -9%
4 | -2% | 1% | -3% | 0%
5 | -2% | 1% | -27% | 7%[57.1 µM]
6 | 2% | 5% | 13% | -4%[11.4 µM]
7 | -4% | 1% | ? | -2%[57.1 µM]
8 | -1% | 1% | 29% | -1%
9 | 0% | -1% | 1% | 3%
10 | -3% | . | . | -10%
11 | -7% | -1% | -1% | 4%[57.1 µM]
12 | -1% | -3% | -23% | 14%[57.1 µM]
13 | -7% | -3% | -11% | 73%[activator]
14 | -5% | -8% | -2% | 21%
15 | -4% | -1% | 5% | 11%

no. | Structure | rTrxR1 inhibitor | USP1 inh | GRP78 ERSR act | mIDH1 inhibitor | LDHA block
16 | COc1ccccc1-c1nnc(NC(=O)C(C)SC2=NCCS2)s1 (stereo not given) | 17%[57.1 µM] | -16% | 0% | 6% | -1
17 | Cc1cc(Cl)ccc1NC(=O)COC(=O)c1c(C)noc1C | 20% | -19% | -4% | 1% | -1
18 | Cc1cc(C)c(S(=O)(=O)N2CCCCC2)cc1N(C)S(=O)(=O)c1ccc(Cl)cc1 | 4% | -9% | -3% | 4% | 1
19 | O=C1CCC(=O)N1CCSC(=S)N1CCSCC1 | 30%[11.4 µM] | -19% | 9% | 3% | -6
20 | CCOC(=O)COc1ccc(C2C(C(=O)OC)=C(C)NC3=C2C(=O)c2ccccc23)cc1Cl (stereo not given) | -3% | -21% | -12% | 14% | 7
21 | COc1ccc2nc(C)cc(Sc3nc4ccccc4s3)c2c1 | ? | -24% | -5% | 10% | 0
22 | COC(=O)C(O)(CC(=O)Nc1cccc(SC)c1)C(F)(F)F (stereo not given) | 9% | -13% | -3% | 0% | 1
23 | O=c1[nH]c(N2CCOCC2)nc2ccccc12 | 24% | -8% | -4% | 0% | -11
24 | O=C(COC(=O)C1=COCCO1)Nc1ccc(OC(F)F)cc1 | 29%[57.1 µM] | ? | ? | 17% | -9
25 | Cc1c(N=Cc2ccccn2)c(=O)n(-c2ccccc2)n1C | 12% | -5% | -4% | 4% | -7
26 | COc1ccc(S(=O)(=O)N2CCC(O)(c3ccc4c(c3)OCO4)CC2)cc1 | 14% | -4% | -4% | -4% | -5
27 | c1ccc2[nH]c(NCCCN3CCOCC3)nc2c1 | 10% | -4% | 0% | 0% | -12
28 | Cc1cc(OCCOCCNCc2ccccc2)ccc1C(C)C | 8% | -18% | -9% | 10% | -13
29 | CCCCN(C(=O)c1cccc(-n2cnnn2)c1)c1c(N)n(CC(C)C)c(=O)[nH]c1=O | 26% | -15% | -4% | 21% | -9
30 | CN1C(=O)C2(SCC(=O)N2c2ccc(Cl)cc2)c2ccccc21 (stereo not given) | 6%[57.1 µM] | -5% | -3% | 5% | -2

no. | Vif-A3G inh | Vif-APOBEC3F blk | RGS4 inhibitor | TrxR1 substrate
16 | -3% | 3% | -4% | 6%[57.1 µM]
17 | 0% | 3% | -11% | 2%
18 | 2% | . | -9% | -7%
19 | -4% | -22% | -6% | -20%[11.4 µM]
20 | -10% | -1% | -8% | -1%
21 | 0% | 5% | -43% | 4%[57.1 µM]
22 | 1% | -13% | -15% | -8%
23 | 2% | 10% | 14% | 23%
24 | 1% | -4% | 24% | 8%[57.1 µM]
25 | 1% | 0% | 7% | 2%
26 | 1% | -1% | -16% | 3%
27 | -8% | 2% | -2% | 5%
28 | -2% | -14% | -7% | 15%
29 | -1% | -5% | 0% | 3%
30 | -1% | -4% | -10% | 2%[57.1 µM]

Some of these compounds in order of heavy-atom count, high to low:
no. | Structure | rTrxR1 inhibitor | USP1 inh | GRP78 ERSR act | mIDH1 inhibitor | LDHA block
26 | COc1ccc(S(=O)(=O)N2CCC(O)(c3ccc4c(c3)OCO4)CC2)cc1 | 14% | -4% | -4% | -4% | -5
16 | COc1ccccc1-c1nnc(NC(=O)C(C)SC2=NCCS2)s1 (stereo not given) | 17%[57.1 µM] | -16% | 0% | 6% | -1
24 | O=C(COC(=O)C1=COCCO1)Nc1ccc(OC(F)F)cc1 | 29%[57.1 µM] | ? | ? | 17% | -9
25 | Cc1c(N=Cc2ccccn2)c(=O)n(-c2ccccc2)n1C | 12% | -5% | -4% | 4% | -7

no. | Vif-A3G inh | Vif-APOBEC3F blk | RGS4 inhibitor | TrxR1 substrate
26 | 1% | -1% | -16% | 3%
16 | -3% | 3% | -4% | 6%[57.1 µM]
24 | 1% | -4% | 24% | 8%[57.1 µM]
25 | 1% | 0% | 7% | 2%

Next section:
no. | Structure | rTrxR1 inhibitor | USP1 inh | GRP78 ERSR act | mIDH1 inhibitor | LDHA block
31 | Cc1cccc(-n2c(Cc3cc(=O)[nH]c(=O)[nH]3)nnc2SCC(=O)N2CCCCC2)c1 | 3%[57.1 µM] | -7% | -4% | -9% | -1
32 | O=C(C1CCCN(S(=O)(=O)c2cnc[nH]2)C1)N1CC(=O)N(CCc2ccccc2)C(=O)C1 (stereo not given) | 8% | -18% | -1% | 15% | 0
33 | COc1ccc(-c2cnnn2-c2ccc(NC(=O)c3c(F)cccc3F)cc2)cc1 | 3%[57.1 µM] | ? | -3% | 0% | 1
34 | COc1ccc(C(C)=O)cc1CSc1nnc(Nc2ccccc2C)s1 | 9% | -21% | -4% | 14% | 5
35 | COc1cc(CN2CCN(C(c3ccccc3)c3ccccc3)CC2)cc(OC)c1OC | 26% | -25% | -2% | 1% | -6
36 | CCCCn1c(N)c(N(CCOC)C(=O)c2cccc(-n3cnnn3)c2)c(=O)[nH]c1=O | 14% | -15% | 0% | 6% | 4
37 | Cc1cc(=O)oc2cc(OCC(=O)N3CCCC(C)C3)ccc12 (stereo not given) | -14% | -21% | 3% | 5% | -4
38 | Cc1ccc(C)c(OCCC(=O)NNC(=O)c2ccccc2)c1 | 4% | -10% | -1% | 0% | -18

no. | Vif-A3G inh | Vif-APOBEC3F blk | RGS4 inhibitor | TrxR1 substrate
31 | -1% | -6% | 6% | -4%
32 | 2% | 0% | -16% | 7%
33 | -7% | -3% | -15% | -8%[57.1 µM]
34 | 0% | -8% | -11% | 0%
35 | 1% | -1% | -4% | 0%
36 | 0% | -15% | -31% | 6%
37 | -1% | 1% | -9% | 63%[activator]
38 | 0% | 2% | -1% | -1%
